Source: PubChem
Spn DPM-DC inh: blocks S. pneumoniae diphosphomevalonate decarboxylase; purified DPM-DC, PK/LDH coupled NADH fluorescence; calls only at 10 µM; hit rate 0.49% among 65,000;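 active means the 320 compounds with the highest percent inhibition in the single-dose primary screen, excluding strongly autofluorescent ones, cut at about 32% in these data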;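 further: kinetic rate of NADH fluorescence loss reporting ADP formed by the decarboxylase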
PMK inhibit: inhibitors of Streptococcus pneumoniae phosphomevalonate kinase | purified PMK, PK/LDH-coupled NADH absorbance 340 nm | inhibition, % at 10 µM | hit rate 0.49% among 65,000 | AID 539;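 active means top-ranked compounds by inhibition in the single 10 µM screen, taking a fixed number of the strongest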;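 further: 0% = full reaction with DMSO carrier and 100% = background rate without enzyme reaction; no value below 0 was filed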
HT1080 cytotoxicity: cytotoxicity in HT1080 fibrosarcoma cells, cell-based, fluorescence readout (AID 620). HT1080 viability, fluorescence; higher % means a stronger effect. cytotoxicity, % at 10 µM; hits with a dose series show EC50 in µM. hit rate 0.42% among 87,000;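 further: cells exposed to compound overnight then 4 h with Alamar Blue; 0% = vehicle DMSO and 100% = killing control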
KRASV12 cytotoxicity: cytotoxicity in KRAS-transformed pancreatic duct cells, primary screen, cell-based, fluorescence, HTS (AID 431); HPDE-C7K KRASV12 cells, Alamar Blue viability, 48 h; higher % means a stronger effect; cytotoxicity, % at 10 µM; hits with a dose series show EC50 in µM; hit rate 1.7% among 63,000;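 active means compounds whose percent cytotoxicity in the single-dose primary screen, scaled between solvent and toxic-drug controls, exceeds 50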;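 further: 0% = DMSO solvent wells and 100% = doxorubicin-treated wells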
MK inhibit: blocks S. pneumoniae mevalonate kinase. purified MK, PK/LDH-coupled NADH absorbance 340 nm. inhibition, % at 10 µM. hit rate 0.48% among 65,000. AID 555;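 active means ranked among the strongest by inhibition in the single 10 µM screen, a fixed top-ranked set picked for dose follow-up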; further: no value below 0 was filed
HPDE-C7 cytotoxicity: HPDE-C7 pancreatic duct cell viability loss – fluorescence, HTS (AID 430); HPDE-C7 pancreatic duct cells viability, fluorescence; higher % means a stronger effect; one-dose cytotoxicity, % at 10 µM; EC50 in µM for titrated hits; hit rate 1.8% among 63,000;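 further: cells exposed to compound for 48 hours before viability readout; 0% = vehicle and 100% = reference cytotoxic drug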
LYP inhibition: inhibition of human PTPN22 tyrosine phosphatase – biochemical, DiFMUP fluorescence, recombinant catalytic domain, 10 µM, primary screen (AID 606) | 52,000 tested, under 10 active | recombinant LYP catalytic domain, DiFMUP fluorescence; higher % means a stronger effect | inhibition, % at 10 µM; hits with a dose series show IC50 in µM;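 active means IC50 under 40 µM in the dose-response test; inactive means IC50 of 40 µM or more, or never dose-tested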
Bfl-1 displacement: Bfl-1 inhibitors, primary screen, biochemical, fluorescence polarization, FITC-Bid, mouse (AID 432). FITC-Bid BH3 peptide fluorescence polarization displacement; higher % means a stronger effect. one-dose displacement, % at 20 µM; IC50 in µM for titrated hits. hit rate 0.02% among 64,000; in the data active means a potency from the dose series; inactive means the rest, 99 in 100 with displacement below about 15%; further: strong numbers were not always called active
TNAP inhibition: inhibition of tissue-nonspecific alkaline phosphatase – biochemical, luminescent (AID 518); hit rate 0.09% among 64,000; purified TNAP enzyme, luminescent substrate readout; higher % means a stronger effect; inhibition, % at 20 µM, or IC50 in µM where a hit was titrated; in the data active means a potency from the dose series; inactive means the rest, 99 in 100 with inhibition below about 22%;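 further: plate controls were vehicle for no effect and reference inhibitor for full effect; many of its hits are not listed in these tables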
PMK inhibit pilot replicates: second read-out of PMK inhibit, no call of its own (marks repeat the call); inhibition, %; measured here: pilot screen replicates
MK inhibit pilot replicates: recorded beside MK inhibit, whose call it bears; inhibition, %; measured here: pilot screen replicates
Spn DPM-DC inh pilot screen %: further read-out of Spn DPM-DC inh, marked with its call; inhibition, %; measured here: pilot screen trials
Numbers without * were called inactive; i = inactive; . = no result given; + = active, no number; [ ] = remark or other dose. Unless noted, no stated cut-off is given here; in the data, active means cytotoxicity above about 50%; inactive means the rest.

A first look, ten compounds:
SMILES | Spn DPM-DC inh | PMK inhibit | HT1080 cytotoxicity | KRASV12 cytotoxicity | MK inhibit | HPDE-C7 cytotoxicity | LYP inhibition | Bfl-1 displacement | TNAP inhibition | others
Cn1cnc2c1c(=O)n(Cc1c(Cl)cccc1Cl)c(=O)n2C | i | 3 | 0% | 4% | 6 | 5% | 7% | -5% | 8%
O=C(CN1CCN(Cc2ccccc2F)C1=O)NCCN1CCOCC1 | i | 0 | 2% | 1% | 5 | 4% | 15% | -4% | 1%
Cc1ccc(NC(=O)CSc2nnc(-c3ccco3)c(-c3ccco3)n2)cc1 | i | 0 | 36% | 91%* | 3 | 83%* | 1% | 10% | 17%
CCCNC(=O)c1cccc(Cn2nc(C)c(Br)c2C)c1 | i | 0 | 31% | . | 11 | . | 0% | -4% | 4%
COC(=O)c1cc(NC(=O)C23CCC(C)(C(=O)O2)C3(C)C)cc(C(=O)OC)c1 (stereo unspecified) | i | 0 | -4% | -4% | 11 | 4% | 10% | 1% | 18%
Cc1sc(NC(=O)c2ccco2)c(CN2CCN(c3ccccn3)CC2)c1C | i | 11 | 1% | 7% | 0 | 2% | 6% | -3% | 12%
Cc1c(C(=O)NCc2ccc3c(c2)OCO3)oc2ccccc12 | i | 13 | -4% | 12% | 5 | 10% | 7% | 0% | 8%
COc1ccc(C2C=C(c3ccc(C)c(C)c3)Nc3ncnn32)c(OC)c1OC (stereo unspecified) | i | 1 | 15% | 40% | 2 | -12% | -17% | 5% | 7%
CCOc1ccc(-c2nc(C#N)c(N3CCCCCC3)o2)cc1 | . | 11 | -7% | 0% | 9 | -12% | 0% | 2% | 16% | PMK inhibit pilot replicates=1.0;MK inhibit pilot replicates=3.0
CCCC(=O)N1CCc2[nH]c3ccccc3c2C1 | i | 5 | -11% | -9% | 3 | -3% | 7% | 2% | 20%

The whole of this part, from the first entry:
SMILES | Spn DPM-DC inh | PMK inhibit | HT1080 cytotoxicity | KRASV12 cytotoxicity | MK inhibit | HPDE-C7 cytotoxicity | LYP inhibition | Bfl-1 displacement | TNAP inhibition | others
Cn1cnc2c1c(=O)n(Cc1c(Cl)cccc1Cl)c(=O)n2C | i | 3 | 0% | 4% | 6 | 5% | 7% | -5% | 8%
O=C(CN1CCN(Cc2ccccc2F)C1=O)NCCN1CCOCC1 | i | 0 | 2% | 1% | 5 | 4% | 15% | -4% | 1%
Cc1ccc(NC(=O)CSc2nnc(-c3ccco3)c(-c3ccco3)n2)cc1 | i | 0 | 36% | 91%* | 3 | 83%* | 1% | 10% | 17%
CCCNC(=O)c1cccc(Cn2nc(C)c(Br)c2C)c1 | i | 0 | 31% | . | 11 | . | 0% | -4% | 4%
COC(=O)c1cc(NC(=O)C23CCC(C)(C(=O)O2)C3(C)C)cc(C(=O)OC)c1 (stereo unspecified) | i | 0 | -4% | -4% | 11 | 4% | 10% | 1% | 18%
Cc1sc(NC(=O)c2ccco2)c(CN2CCN(c3ccccn3)CC2)c1C | i | 11 | 1% | 7% | 0 | 2% | 6% | -3% | 12%
Cc1c(C(=O)NCc2ccc3c(c2)OCO3)oc2ccccc12 | i | 13 | -4% | 12% | 5 | 10% | 7% | 0% | 8%
COc1ccc(C2C=C(c3ccc(C)c(C)c3)Nc3ncnn32)c(OC)c1OC (stereo unspecified) | i | 1 | 15% | 40% | 2 | -12% | -17% | 5% | 7%
CCOc1ccc(-c2nc(C#N)c(N3CCCCCC3)o2)cc1 | . | 11 | -7% | 0% | 9 | -12% | 0% | 2% | 16% | PMK inhibit pilot replicates=1.0;MK inhibit pilot replicates=3.0
CCCC(=O)N1CCc2[nH]c3ccccc3c2C1 | i | 5 | -11% | -9% | 3 | -3% | 7% | 2% | 20%
Cc1ccccc1N=C1Nc2ccccc2CS1 | i | 0 | 2% | 2% | 9 | 1% | -2% | -8% | 10%
CC(C)CC(=O)Nc1ccccc1-c1nnn(CC(=O)N2CCOCC2)n1 | i | 9 | 10% | 11% | 9 | 6% | -4% | -4% | 6% | PMK inhibit pilot replicates=1.5;MK inhibit pilot replicates=0.0;Spn DPM-DC inh pilot screen %=0.0
NC(=O)CN1CCN(C(=O)Nc2ccccc2)CC1 | i | 1 | -9% | -4% | 7 | -16% | -1% | 0% | 4%
CCS(=O)(=O)CCSc1nc2ccccc2s1 | i | 3 | 11% | -6% | 2 | -17% | . | 0% | 11%
c1cc(-c2nnc3n2CCCCC3)ccn1 | i | 8 | -10% | 4% | 4 | -2% | 0% | 1% | 6%
CC(C)CNC(=O)CSc1nnc(-c2ccccn2)n1Cc1ccccc1 | i | 0 | 6% | -18% | 8 | -20% | . | 0% | -13%
CCC(=O)Oc1cccc(C(=O)Nc2ccc(-c3nnc(-c4ccco4)o3)cc2)c1 | i | 1 | -9% | 28% | 6 | -8% | -14% | -5% | 13%
CCCCNC(=O)c1sc2nc(C)cc(COC)c2c1-n1cccc1 | i | 11 | 19% | -3% | 0 | 6% | 0% | -5% | 9%
Cc1ccc(C)n1-n1cnc2sc3c(c2c1=O)CCC3 | i | 0 | 1% | -10% | 1 | -8% | . | 3% | 4%
Cc1[nH]nc2c1-c1nc3ccccc3nc1C(C)(C)C2 | . | 10 | 5% | -8% | 9 | 0% | 5% | -12% | 6%
CCOC(=O)Nc1c(C(=O)OC)[nH]c2cccc(OC)c12 | i | 12 | -2% | -16% | 6 | -3% | 9% | -4% | 9% | PMK inhibit pilot replicates=0.0;MK inhibit pilot replicates=3.0;Spn DPM-DC inh pilot screen %=7.5
Nc1ccc(-c2ccc(N)cc2C(F)(F)F)c(C(F)(F)F)c1 | i | 9 | -9% | 14% | 4 | 3% | 13% | 1% | 7% | PMK inhibit pilot replicates=0.5;MK inhibit pilot replicates=0.0;Spn DPM-DC inh pilot screen %=0.0
Cc1cc(C(=O)NC2CCCc3ccccc32)no1 (stereo unspecified) | i | 0 | 9% | -3% | 7 | -4% | -7% | 2% | 4%
COc1ccccc1-c1nnc(NC(=O)c2ccccc2F)o1 | i | 10 | 6% | 4% | 13 | 5% | -3% | -3% | 13%
Cc1cccn2c(=O)c3cc(C(=O)NC(C)c4ccccc4)c(=N)n(CCCn4ccnc4)c3nc12 (stereo unspecified) | . | 6 | 20% | 13% | 0 | 24% | 4% | 5% | 16%

Next records follow:
SMILES | Spn DPM-DC inh | PMK inhibit | HT1080 cytotoxicity | KRASV12 cytotoxicity | MK inhibit | HPDE-C7 cytotoxicity | LYP inhibition | Bfl-1 displacement | TNAP inhibition | others
COC(=O)c1ccccc1NC(=O)c1cc2ncc(Br)cn2n1 | i | 5 | 0% | -4% | 13 | 1% | 4% | -9% | 12%
Cc1nc2ccccc2nc1N1CCCCC1 | i | 3 | -6% | 1% | 5 | -9% | 4% | -2% | 10%
CCN=C1SC(CC(=O)Nc2ccc(C)cc2)C(=O)N1CC (stereo unspecified) | i | 8 | -4% | -15% | 0 | -15% | 18% | 0% | 1%
CN(C(=O)c1cccnc1)c1nnc(-c2cnccn2)s1 | i | 8 | 37% | -4% | 4 | -1% | . | -9% | 8%
CC(NS(=O)(=O)c1ccccc1)C(=O)Nc1ccc(S(N)(=O)=O)cc1 (stereo unspecified) | i | 2 | -10% | . | 0 | . | 12% | 7% | 0%
COc1ccc(-n2c(Cc3cccn3C)nnc2SCC(=O)NC2CCCCC2)cc1 | i | 8 | -15% | -2% | 9 | -11% | -1% | 5% | 11%
CC(C)CC(=O)N1CCN(S(C)(=O)=O)CC1 | i | 0 | 2% | -9% | 5 | 10% | 3% | 6% | 2%
O=C1OCCC1Sc1nc2ccccc2s1 (stereo unspecified) | i | 5 | 1% | -3% | 5 | 3% | -22% | -3% | 9%
Cc1ccc(C)c(-c2nc3cc(N)ccc3o2)c1 | +[fluoresces] | 0 | 6% | 3% | 4 | -3% | -8% | -1% | 5% | PMK inhibit pilot replicates=6.0;MK inhibit pilot replicates=3.5;Spn DPM-DC inh pilot screen %=67*
CCOCCCNC(=O)c1cn(C)c2ccc(S(=O)(=O)N(C)C3CCCCC3)cc2c1=O | i | 10 | -8% | 6% | 1 | 1% | 14% | 3% | 12%
CC(=O)Oc1ccc(N2C(=O)CC(N3CCOCC3)C2=O)cc1 (stereo unspecified) | i | 4 | -10% | -4% | 3 | -9% | -5% | -3% | 6%
CC(=O)Nc1nc2ccc(Br)cc2s1 | i | 8 | 36% | 0% | 5 | -12% | 2% | -5% | 8%
Brc1ccc2[nH]c3nc(SCCN4CCOCC4)nnc3c2c1 | i | 15 | 10% | 5% | 2 | -8% | 8% | -3% | 18% | PMK inhibit pilot replicates=3.0;MK inhibit pilot replicates=3.5;Spn DPM-DC inh pilot screen %=3.0
CC(C)=CCC(C)(C)C1OCCN1C(=O)Nc1ccccc1 (stereo unspecified) | i | 6 | 2% | -5% | 13 | -21% | 10% | -7% | 8%
CCOc1cc(-c2cc(N)n[nH]2)cc(OCC)c1OCC | i | 1 | 0% | 5% | 3 | -6% | . | -4% | 4%
COC(=O)c1cccc(NC(=O)CSc2nnc(C)n2Cc2ccccc2)c1 | i | 12 | 0% | -2% | 12 | -19% | 4% | -13% | 7%
O=c1[nH]c(C(F)(F)F)nc2c1nnn2Cc1ccccc1F | i | 21 | -1% | -2% | 8 | 1% | . | -9% | 1%
OC1(C2(O)CC(c3ccccc3)ON2)CCCCC1 (stereo unspecified) | i | 2 | 0% | 2% | 7 | 10% | -1% | -4% | 8%
O=C(CC1CCS(=O)(=O)C1)Nc1ccc[nH]c1=O (stereo unspecified) | i | 12 | 0% | -22% | 0 | -22% | -1% | 4% | 10% | PMK inhibit pilot replicates=8.0;MK inhibit pilot replicates=0.0;Spn DPM-DC inh pilot screen %=0.0
O=C(c1noc2c1CCCC2)N1CCOCC1 | i | 8 | -3% | 4% | 11 | 5% | 0% | 2% | 11%
Cc1cc(NC(=O)Nc2cc(C)nn2-c2ccccc2)n(-c2ccccc2)n1 | i | 1 | 4% | -2% | 2 | -17% | . | -3% | -3%
O=C(NCc1cccs1)C1CCN(S(=O)(=O)c2cccs2)CC1 | i | 11 | -3% | -14% | 0 | -5% | 4% | -4% | 18% | PMK inhibit pilot replicates=2.0;MK inhibit pilot replicates=0.0;Spn DPM-DC inh pilot screen %=3.0
N#Cc1ccsc1NC(=O)CSc1ncn[nH]1 | i | 5 | -1% | -18% | 9 | 0% | 2% | 0% | 1%
O=C1OC(Nc2ccc(Br)cc2F)c2ccccc21 (stereo unspecified) | i | 11 | 3% | 11% | 4 | 5% | 2% | -4% | 8%

Quoted at random: two entries already listed
SMILES | Spn DPM-DC inh | PMK inhibit | HT1080 cytotoxicity | KRASV12 cytotoxicity | MK inhibit | HPDE-C7 cytotoxicity | LYP inhibition | Bfl-1 displacement | TNAP inhibition | others
Cc1nc2ccccc2nc1N1CCCCC1 | i | 3 | -6% | 1% | 5 | -9% | 4% | -2% | 10%
COC(=O)c1ccccc1NC(=O)c1cc2ncc(Br)cn2n1 | i | 5 | 0% | -4% | 13 | 1% | 4% | -9% | 12%
